# CHT PAM: allosteric activators of human choline transporter CHT. Q9GZV3. CHT-expressing cells, membrane potential dye, choline EC20; active compounds read high; LV-AA mutant CHT in HEK293 cells. B-score at 10 µM. 310,000 tested, 0.49% active. AID 488977;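 active = initial fluorescence not abnormally high and integrated response B-score, plate-corrected, over 3 SD above library mean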
# Target sequence (Q9GZV3 whole entry, looked up): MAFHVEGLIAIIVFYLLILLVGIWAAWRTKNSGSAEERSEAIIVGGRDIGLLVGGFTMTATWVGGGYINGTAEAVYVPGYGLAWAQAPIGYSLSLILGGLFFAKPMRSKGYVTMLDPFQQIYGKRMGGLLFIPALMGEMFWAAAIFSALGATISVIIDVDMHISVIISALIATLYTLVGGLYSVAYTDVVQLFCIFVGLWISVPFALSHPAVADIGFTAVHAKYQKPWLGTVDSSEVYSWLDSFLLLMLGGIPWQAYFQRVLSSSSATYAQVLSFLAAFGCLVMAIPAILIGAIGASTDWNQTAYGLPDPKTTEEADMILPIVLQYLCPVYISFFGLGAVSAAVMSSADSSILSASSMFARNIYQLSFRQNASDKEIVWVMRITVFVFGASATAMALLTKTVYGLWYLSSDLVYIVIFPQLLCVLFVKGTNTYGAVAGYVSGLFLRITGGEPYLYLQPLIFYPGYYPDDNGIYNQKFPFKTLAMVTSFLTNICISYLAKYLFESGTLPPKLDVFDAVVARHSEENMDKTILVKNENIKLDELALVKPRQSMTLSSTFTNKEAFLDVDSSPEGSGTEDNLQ
# OX1R antag: human HCRTR1 antagonism. inhibition, % at 5 µM. 330,000 tested, 0.43% active. AID 434989. CHO/OX1R cells, Fluo-8 calcium fluorescence, orexin A;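 active = inhibition above its plate's threshold, mean inhibition of all tested compounds on the plate plus 3 SD, cut at about 37% in these data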;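 also: 0% = orexin A challenge wells and 100% = SB-334867-A antagonist wells; not every result past the cut was called active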
# Target sequence (O43613 whole entry, looked up): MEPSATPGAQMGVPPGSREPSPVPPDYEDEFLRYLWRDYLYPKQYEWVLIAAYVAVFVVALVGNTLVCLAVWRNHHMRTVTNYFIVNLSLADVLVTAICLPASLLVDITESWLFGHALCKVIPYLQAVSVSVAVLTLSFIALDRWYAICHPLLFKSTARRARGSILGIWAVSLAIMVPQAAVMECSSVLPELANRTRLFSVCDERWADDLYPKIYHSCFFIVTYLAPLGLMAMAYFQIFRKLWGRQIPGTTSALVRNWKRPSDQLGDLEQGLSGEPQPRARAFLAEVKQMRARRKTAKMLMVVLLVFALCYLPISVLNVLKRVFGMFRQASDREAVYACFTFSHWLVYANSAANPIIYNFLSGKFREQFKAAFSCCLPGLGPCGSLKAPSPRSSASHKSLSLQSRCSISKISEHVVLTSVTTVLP
# * marks the source's active call; other numbers are inactive results; i = inactive; / = not tested or not shown. Only part of the results is shown; the hit share may differ from the screen's.
item	mol	CHT PAM	OX1R antag
1	COC(=O)C1=C(c2ccc(F)cc2OCc2ccccc2)C[C@@H]2CC[C@H]1N2C(=O)NCCc1ccc(F)cc1	/	4
2	CCOC(=O)c1c(C)n(Cc2ccccc2)c2ccc(OCC(O)CNC(C)(C)C)cc12 (stereo not given)	i	1
3	CCN(CC)C(=O)c1ccc(N2C(=O)C3CC=C(Cl)CC3C2=O)cc1 (stereo not given)	i	-10
4	COc1ccc2c3c1OC1C(O)C=CC4C(C2)[N+](C)(C)CCC341 (stereo not given)	i	3
5	Fc1ccccc1N1CCN(Cc2ccc3c(c2)OCO3)CC1	i	-30
6	CCC(C)N1C(=O)/C(=C/c2ccc3c(c2)CCN3CCCCl)C(=O)NC1=S (stereo not given)	i	-4
7	CP(C)(=O)CCC(=O)O	i	-8
8	COc1nc(NC(C)C)nc(NC(C)C)n1	i	-11
9	O=C1CCN(C(=O)Cc2ccccc2[N+](=O)[O-])CC1	i	-14
10	CCC1C2CC3C4N(C)c5ccccc5C45CC(C2C5O)N3[C@@H]1O (stereo not given in full)	i	-20
11	CCCS(=O)(=O)N1CCCC(C(=O)N2CCC3(CC2)OCCO3)C1 (stereo not given)	i	-14
12	CN1CCC23c4c5ccc(O)c4O[C@@H]2[C@H](O)C=CC3C1C5 (stereo not given in full)	/	-8
13	COc1ccc(CNC(C)Cc2cccs2)cc1 (stereo not given)	i	-21
14	O=c1[nH]c(=O)n(Cc2ccccc2)c(O)c1/C=N/NCCO	i	-8
15	O=C1NC(=O)N(Cc2ccccc2Cl)C(=O)/C1=C/N1CCOCC1	i	-15
16	N#CCCn1cc(C(=O)Nc2ccc(F)cc2)c(-c2ccccc2)n1	i	/
17	CC(C)c1cc(Br)c(NC(=O)Nc2cccnc2)c(Br)c1	i	-10
18	Cc1cc(=O)[nH]c(CCl)n1	i	-4
19	CN(Cc1ccccc1)C(=C(Cl)Cl)/C(=C1/NCCN1Cc1ccc(Cl)nc1)[N+](=O)[O-]	i	-36
20	C=CCn1c(O)c(C(C)=NCCCn2ccnc2)c(=O)[nH]c1=O	i	5
21	CN1CCN(c2nc(Cl)ncc2F)CC1	i	-7
22	Cn1c(O)c(C=NC2CCCCC2)c(=O)[nH]c1=S	i	-16
23	Cc1cc(NC(=O)CCl)no1	i	-14
24	C/C(=N\NC(=S)Nc1ccccc1)c1c(O)n(C)c(=O)n(C)c1=O	i	-13
25	CC(Cc1ccccc1)NC(=O)/C=C/C(=O)O (stereo not given)	i	11
26	N/C(=N\[N+](=O)[O-])N1CCN(C(=O)c2ccccn2)CC1	i	-6
27	CCN(CC)CCCN=Cc1c(O)n(-c2cccc(C)c2C)c(=O)[nH]c1=O	i	15
28	CC(C)Cc1nnc(NC(=O)CCC(=O)N2CCC3(CC2)OCCO3)s1	i	-20
29	CCCNC(=O)N1[C@H]2CC[C@@H]1C(C(=O)OC)=C(c1ccc(-c3ccccc3)c(F)c1)C2	/	-1
30	CC1(C)C(c2ccccc2)=NC(c2cccnc2)=[N+]1[O-]	i	-1

# 4 of these compounds in a different format.
27. CCN(CC)CCCN=Cc1c(O)n(-c2cccc(C)c2C)c(=O)[nH]c1=O
28. CC(C)Cc1nnc(NC(=O)CCC(=O)N2CCC3(CC2)OCCO3)s1
29. CCCNC(=O)N1[C@H]2CC[C@@H]1C(C(=O)OC)=C(c1ccc(-c3ccccc3)c(F)c1)C2
30. CC1(C)C(c2ccccc2)=NC(c2cccnc2)=[N+]1[O-]

assay / entry	27	28	29	30
CHT PAM	i	i	/	i
OX1R antag	15	-20	-1	-1

# Carrying on:
item	mol	CHT PAM	OX1R antag
31	CCOC(=O)C1=C(C)N(C)C2(C)CC1c1ccccc1O2 (stereo not given)	i	-29
32	COc1ccc2ccc(O)c(CN3CC=C(c4ccccc4)CC3)c2c1	i	-28
33	CC1=C2C3OC(=O)C(C)C3CC[C@@]2(C)C=CC1=O (stereo not given in full)	i	11
34	OC[C@H]1O[C@@H](n2cnc3cc(Cl)c(Cl)cc32)[C@H](O)[C@@H]1O	i	-4
35	COc1ccc(OCC(=O)Nc2ccc(Cl)cc2C(=O)c2ccccc2)cc1	i	-37
36	O=C(NC(=S)N1C[C@H]2C[C@H](C1)c1cccc(=O)n1C2)c1ccc(Cl)cc1	i	-12
37	COc1cc(C(=O)Nc2ccc(Br)cc2C(=O)c2ccccc2Cl)cc(OC)c1OC	i	-30
38	Cc1ccc(-n2c(O)c(C=NCCC3=CCCCC3)c(=O)[nH]c2=O)cc1	i	-30
39	C[C@]12CCC3C(CC[C@H]4C[C@@H](O)CC[C@]34C)C1C[C@@H](O)[C@]2(C)O (stereo not given in full)	/	-5
40	CCCCc1nc2ccccc2c(=O)n1-c1ccccc1O	i	-15

# Profiles from above:
# C[C@]12CCC3C(CC[C@H]4C[C@@H](O)CC[C@]34C)C1C[C@@H](O)[C@]2(C)O (stereo not given in full) as listed: CHT PAM: /; OX1R antag: -5
# O=C(NC(=S)N1C[C@H]2C[C@H](C1)c1cccc(=O)n1C2)c1ccc(Cl)cc1 as listed: CHT PAM: i; OX1R antag: -12
# CCOC(=O)C1=C(C)N(C)C2(C)CC1c1ccccc1O2 (stereo not given) as listed: CHT PAM: i; OX1R antag: -29

# Later entries.
item	mol	CHT PAM	OX1R antag
41	CC12CCCCC1N(O)CN2O (stereo not given)	i	-8
42	O=c1[nH]c(=S)n(-c2ccccc2)c(O)c1/C=N/N1CCCCC1c1cccnc1 (stereo not given)	i	-25
43	Clc1ccccc1CN1CCN(c2ccccc2)CC1	i	-5
44	COC(=O)C1=C(c2c(C)noc2C)C[C@@H]2CC[C@H]1N2C(=O)N1CCCCC1	/	-26
45	Cc1cc(OC(C)C(=O)NCc2cccnc2)c2c3c(c(=O)oc2c1)CCC3 (stereo not given)	i	-26
46	Cc1ccc(OCC(=O)N2CCN(Cc3ccc([N+](=O)[O-])cc3)CC2)cc1	i	-9
47	CCOP(=O)(OCC)C(NC(=O)c1ccc(OC)cc1)C(Cl)(Cl)Cl (stereo not given)	i	-21
48	CCCCSP1(=S)NCCCN1	i	-16
49	[N-]=[N+]=NCCN1CCC(O)CCC1=O (stereo not given)	i	-10
50	O=C(C(=O)N1CCOCC1)c1cn(Cc2ccccc2)c2ccccc12	i	-14
51	Cc1ccc(NC(=O)CN2C(=O)CN=C(c3ccccc3)c3cc(Cl)ccc32)cc1	i	-26
52	CCCNS(=O)(=O)c1ccc(OCC(=O)N2CCN(C)CC2)cc1	i	0
53	CCc1ccc(N2C(=O)NC(=O)/C(=C\C=C\c3ccco3)C2=O)cc1	i	-8
54	CCCOc1ccc(C(=O)NC(=S)N2C[C@H]3C[C@H](C2)c2cccc(=O)n2C3)cc1	i	-19
55	CSc1nnc(OC(=O)N(C)C)n1-c1ccc(Cl)cc1	i	-2
56	Cc1c(N=Nc2c(O)[nH]c(=S)[nH]c2=O)c(=O)n(-c2ccccc2)n1C	i	2
57	CC/C(=N\Nc1ccccc1)c1c(O)n(-c2ccccc2)c(=O)[nH]c1=O	i	-21
58	COc1ccc(OCC(=O)N2CCN(C(C)C)CC2)cc1	i	-25
59	CC1C(C)N1CC(O)Cn1ccnc1[N+](=O)[O-] (stereo not given)	i	0
60	CC1CN(CCc2ccccc2)CC(C)O1 (stereo not given)	i	0
61	O=C1NC(=O)C(C(CC(=O)c2ccccc2)c2ccccc2)C(=O)N1 (stereo not given)	i	-10
62	COc1cccc(N2C(=O)CC(=O)NC2=O)c1	i	-3
63	O=S(=O)(c1ccc(F)cc1)N1CN2CCN(C2)C1	i	-17
64	COC/C=C1\CN2C3C[C@@H]1[C@H]1COC4=Nc5cc(OC)c(OC)c(OC)c5[C@@]43C[C@@H]12	i	-7
65	Cc1cc(/C=C2\C(=O)NC(=O)N(c3ccccc3)C2=O)c(C)n1-c1ccc(C(=O)O)c(Cl)c1	i	/
66	CC(O)(CS(=O)(=O)c1ccccc1)C(=O)Nc1ccc(C(F)(F)F)cc1 (stereo not given)	i	-13
67	Cc1ccc(CN2CC3CC(C2)c2cccc(=O)n2C3)cc1 (stereo not given)	i	-10
68	C=CCn1c(O)c(/C=N/N2CCCCC2)c(=O)[nH]c1=O	i	-16
69	CCCCn1c(C)c(C(=O)OCC)c2c(CN3CCCC3)c(O)ccc21	i	-31
70	COC(=O)C1=C(c2c(C)noc2C)C[C@@H]2CC[C@H]1N2C(=O)N1CCC(C)CC1	/	-27
71	COc1ccc(-c2nn(CCC#N)cc2C(=O)NCc2ccccc2)cc1[N+](=O)[O-]	i	/
72	CCc1cc(=O)[nH]c(SCCCF)n1	i	-16
73	CCN(CC)C(=O)c1ccc(NC(=O)c2cc(S(=O)(=O)N3CCCCCC3)ccc2OC)cc1	i	-32
74	COC(=O)C1=C(c2c(C)noc2C)C[C@@H]2CC[C@H]1N2C(=O)NCCCOC(C)C	/	-10
75	O=c1cccc2n1CC1CC2CN(CC(O)CN2CC3CC(C2)c2cccc(=O)n2C3)C1 (stereo not given)	i	-8
76	COc1ccccc1CC1C(=O)C2CCN1CC2 (stereo not given)	i	4
77	CC(=O)Nc1ccc(C2CN(C)CC2C(=O)c2ccc(Cl)cc2)cc1 (stereo not given)	i	-19
78	CCOP(=O)(OCC)C(c1ccccc1)N(C)C=O (stereo not given)	i	-6
79	COC(=O)[C@@]1(C#N)[C@@H]2C=CC(C(C)=O)=CN2[C@@H](C(N)=O)[C@@H]1c1ccc(F)cc1	i	3
80	Cn1c(O)c(C=NCCCC(=O)O)c(=O)n(C)c1=O	i	-1
81	O=C1NC(=O)N(CCNc2ncc(C(F)(F)F)cc2Cl)C(=O)C1/C=N/OCc1c(F)cccc1Cl (stereo not given)	i	-4
82	CCc1ccc(CNCCc2ccccc2F)cc1	i	-22
83	C=Cn1ccnc1P(=S)(c1ccc(N(C)C)cc1)c1nccn1C=C	i	-34
84	CC12CCC3C(CC=C4CC(O)CCC43C)C1C/C(=C\c1cccc(F)c1)C2=O (stereo not given)	i	-19
85	CCN(CC)C(=O)Cn1cc(C=C2C(=O)N(C)C(=O)N(C)C2=O)c2ccccc21	i	-12
86	Cn1ncnc2c(=O)n(C)c(=O)nc1-2	i	8
87	C=C(C)[C@H]1CN[C@H](C(=O)O)[C@H]1CC(=O)O	i	-15
88	O=[N+]([O-])c1cc([As](=O)(O)O)ccc1O	i	-4
89	NNc1n[nH]c(=S)n1N	i	5
90	CC(=O)N(C1=NCCCS1)c1ccc(F)cc1	i	-2

# Remaining list, next part
item	mol	CHT PAM	OX1R antag
91	C[N+]1(C)CCN(c2ccccc2)CC1	i	9
92	Cc1ccc(/C=C2\C(=O)NC(=S)N(c3cccc(F)c3)C2=O)o1	i	-4
93	Cc1cc(O)c(CN2CCN(c3ccccc3)CC2)cc1C	i	-30
94	CCCCCn1c(NC(=O)c2ccco2)c(C(=O)OCC)c2nc3ccccc3nc21	i	-12
95	Cc1[nH]c2ccccc2c1C(=O)C(=O)N1CC2CC(C1)c1cccc(=O)n1C2 (stereo not given)	i	-7
96	CC1CCC(C(=O)NC(C(=O)N2CCC3(CC2)OCCO3)C(C)C)CC1 (stereo not given)	i	-14
97	C[C@]1(O)CCC2C3CC[C@@H]4CC(=O)CC[C@]4(C)C3CC[C@@]21C (stereo not given in full)	/	0
98	Cc1ccc(-n2c(O)c(C=NC3CCCC3)c(=O)[nH]c2=O)c(C)c1	i	-14
99	CCCn1cc(C(=O)O)cn1	i	4
100	Cc1ccc2c(c1)[C@@H]1CN(C)CC[C@@H]1N2C(=O)Nc1cccc(C(F)(F)F)c1	i	10
101	CC(=O)c1ccc(OCC(=O)N2CCCC(N3CCN(c4ccccc4C)CC3)C2)cc1 (stereo not given)	i	-20
102	CC(C)CCNC(=O)c1cc(C(=O)c2cc(F)ccc2O)cn(CCC(C)C)c1=O	i	-14
103	COC(=O)C1=C(c2ccc(-c3ccccc3)c(F)c2)C[C@@H]2CC[C@H]1N2C(=O)N1CCC(O)CC1	/	-18
104	O=c1[nH]c(=O)n(Cc2ccco2)c(O)c1C=NCc1ccc2c(c1)OCO2	i	-27
105	Cc1nc(SCc2c(Cl)cccc2Cl)nc(OC(=O)N(C)C)c1C	i	-21
106	Cc1nn(Cc2ccccc2)c(Cl)c1C(=O)OCC(=O)NCC1CCCO1 (stereo not given)	i	-25
107	CCn1cc(C(=O)c2ccccc2)c2ccccc21	i	-24
108	CN1C(=O)C(=Cc2cn(CC(=O)N3CCCCC3)c3ccccc23)C(=O)N(C)C1=O	i	-14
109	O=C(N=Nc1c(O)[nH]c(=O)[nH]c1=O)C1COc2cc3ccccc3cc2O1 (stereo not given)	i	0
110	CCCCSC1=NN1c1nc(N)nc(C)c1CC	i	-20

# Overlap with the part before: two entries; new compounds follow.
item	mol	CHT PAM	OX1R antag
109	O=C(N=Nc1c(O)[nH]c(=O)[nH]c1=O)C1COc2cc3ccccc3cc2O1 (stereo not given)	i	0
110	CCCCSC1=NN1c1nc(N)nc(C)c1CC	i	-20
111	Cc1ccc(C(=O)Nc2ccc(-n3ccnc3P(=O)(O)c3ccccc3)cc2)cc1	i	-2
112	Cc1ccc(NC(=S)NCCc2cnc[nH]2)cc1C	i	3
113	Cc1ccc2c(c1)C1CN(C)CCC1N2C(=O)CCCN1C(=O)c2cccc3cccc(c23)C1=O (stereo not given)	i	-32
114	CN1C(=O)N(C)C(=O)C2(Cc3cc(N)ccc3N3CCN(c4ccccc4F)CC32)C1=O (stereo not given)	i	-1
115	O=C(COC(=O)Cc1ccccc1)Nc1ccc(SC(F)F)cc1	i	-1
116	COC(=O)C1=C(c2ccc(Cl)c(C(F)(F)F)c2)C[C@@H]2CC[C@H]1N2C(=O)NCCOc1ccc(OC)cc1	/	-11
117	CCCC(C)C1(CC)C(=O)NC(=O)N=C1N (stereo not given)	i	6
118	Fc1ccc(CN2CCN(c3ccc(Cl)cc3)CC2)cc1	i	-22

# High-throughput results from PubChem BioAssay.
